Assay outcomes (PubChem)
LDHA block: qHTS assay for inhibitors of human lactate dehydrogenase. L-lactate dehydrogenase A chain (Homo sapiens), P00338. purified LDHA, NADH/diaphorase-resazurin fluorescence; active compounds read low. activity change, % (values are at about 110 or 230 µM). 480,000 compounds, 0.15% hits. AID 1347041, 2019; in the data active = activity change below about -30%; inconclusive = mostly about -25% to -30%;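 also: plate controls were DMSO wells for no effect and wells without enzyme for full effect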
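Enzyme activity of human lactate dehydrogenase 5 (2 nM; 0.06 mM NADH, 0.2 mM pyruvate, 5 min, RT) is measured via a resazurin/diaphorase fluorescence readout of residual NADH.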
12-LOX inh: Primary qHTS assay for inhibitors of human arachidonate 12S-lipoxygenase (ALOX12): Round 2; purified 12hLO, xylenol orange hydroperoxide absorbance; 580,000 compounds, 1.1% hits; Polyunsaturated fatty acid lipoxygenase ALOX12 (Homo sapiens), P18054; Potency, µM (doses to about 108 µM), for inactives: at the highest dose activity change, negative = inhibition, usual class: inhibitors; active = well fitted inhibition curve with a large enough effect; inconclusive = small, poorly fitted or top-dose-only effect, or another doubt; inactive = no such curve, though single readings can be large or run the other way; also: potency is read from the fitted curve at half-maximal effect
Target sequence (P18054 whole entry, looked up): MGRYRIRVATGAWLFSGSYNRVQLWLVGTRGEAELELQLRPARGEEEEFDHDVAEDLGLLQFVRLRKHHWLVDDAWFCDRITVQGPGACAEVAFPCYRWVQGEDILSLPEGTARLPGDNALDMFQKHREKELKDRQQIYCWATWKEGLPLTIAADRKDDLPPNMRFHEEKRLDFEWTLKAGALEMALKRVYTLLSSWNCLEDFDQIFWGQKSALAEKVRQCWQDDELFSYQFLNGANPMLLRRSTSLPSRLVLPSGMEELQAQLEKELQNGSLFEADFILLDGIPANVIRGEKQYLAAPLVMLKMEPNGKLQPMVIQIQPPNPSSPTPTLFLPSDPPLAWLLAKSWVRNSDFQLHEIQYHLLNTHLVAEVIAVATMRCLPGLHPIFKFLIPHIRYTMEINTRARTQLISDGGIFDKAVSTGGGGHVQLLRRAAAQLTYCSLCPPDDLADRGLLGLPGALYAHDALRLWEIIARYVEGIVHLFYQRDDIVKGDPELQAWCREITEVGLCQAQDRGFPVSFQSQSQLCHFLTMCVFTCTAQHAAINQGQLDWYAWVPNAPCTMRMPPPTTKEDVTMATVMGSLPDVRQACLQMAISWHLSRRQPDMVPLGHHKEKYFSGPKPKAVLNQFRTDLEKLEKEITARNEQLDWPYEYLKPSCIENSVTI
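Purified human 12hLO (150 nM final) in 25 mM Hepes, 0.01% Triton X-100, pH 7.0 was preincubated 15 min at room temperature with compound. Then 40 uM arachidonic acid was added, 30 min. Hydroperoxide was read by Fe-XO absorbance ratio 573/405 nm.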
Active calls of the source: *; ? = inconclusive; [ ] = remark or other dose. Unless noted, % is scaled to controls: 0 for no effect and ±100 for the full control effect.

Structure	LDHA block	12-LOX inh
COc1ccc(Cl)cc1Nc1cc(C)nc2nc(-c3ccco3)nn12	-1	-13%
COc1ccc(OCC(=O)Nc2ccc3oc(-c4ccccc4C)nc3c2)cc1	-12	12%
CN1CCN(c2ccc3c(c2)OC[C@H](Cc2ccccc2)NS3(=O)=O)CC1	-3	-28%
COc1cc2c(cc1OC)-c1c(c(C(=O)NCCN3CCOCC3)nn1-c1ccccc1F)C2	-3	-5%
CCN1CCC(N(Cc2cccs2)C(=O)Nc2cc(Cl)ccc2C(=O)OC)CC1	10	?
C#CCNC(=O)c1ccc2c(c1)NC(=O)CS2	1	-23%
CC(C)c1ccccc1NC(=O)Cc1ccc2c(c1)CCC2	1	?
CCc1cc(=O)n(CC(=O)Nc2ccccc2C)c(-n2nc(C)cc2C)n1	6	?

Some of these compounds in order of their number in 12-LOX inh, high to low.
| smiles | 12-LOX inh |
| --- | --- |
| COc1ccc(OCC(=O)Nc2ccc3oc(-c4ccccc4C)nc3c2)cc1 | 12% |
| COc1ccc(Cl)cc1Nc1cc(C)nc2nc(-c3ccco3)nn12 | -13% |
| C#CCNC(=O)c1ccc2c(c1)NC(=O)CS2 | -23% |
| CN1CCN(c2ccc3c(c2)OC[C@H](Cc2ccccc2)NS3(=O)=O)CC1 | -28% |

Going on with the list:
Structure	LDHA block	12-LOX inh
CCCCCn1nc(C(=O)N2CCN(c3ccccn3)CC2)c2ccccc2c1=O	0	2%
Cc1cccc(C)c1NC(=O)CCl	1	7%
CCOc1ncccc1CNC(=O)c1cc2cc(Cl)ccc2nc1C	-2	17%
O=C(Nc1oc2ccccc2c(=O)c1-c1ccc2c(c1)OCO2)C1CCCCC1	4	-20%
CC(=O)c1ccc(NS(=O)(=O)c2cc(-c3nc(-c4ccc(Cl)cc4)no3)sc2C)cc1	6	7%
CC(C)CCNC(=O)CCNC(=O)NCc1nc2c(cnn2-c2ccccc2)c(=O)[nH]1	0	11%
CCCCN(C)CCC(=O)Nc1cccc(Cl)c1	-5	?
COc1ccc(O)c(C(=O)OCc2nc(N)c3ccccc3n2)c1	0	32%[activator]
O=C(COc1ccc2nc3n(c(=O)c2c1)CCC3)NC1CCCCCC1	-14	-4%
Cc1cc(N2CCC(C)CC2)nc2ccc(NC(=O)c3ccccc3)cc12	6	-25%
O=C(Nc1cccc2ccccc12)C1CC2CCCC(C1)C2=O (stereo unspecified)	7	1%
CCc1sc(C(=O)NCc2cccnc2)cc1C	?	-17%
COc1cccc(CNS(=O)(=O)c2ccc3c(c2)OCCO3)c1	5	-4%
CC(C)NC(=O)C1CCN(Cc2nc(-c3ccccc3)no2)CC1	1	6%
CC(Nc1cccc(N2CCCC2=O)c1)c1nc(C(C)(C)C)no1 (stereo unspecified)	0	154%[activator]
COc1ccc(C(=O)Oc2cc(C)cc(OC(=O)c3ccc(OC)cc3)c2)cc1	3	0%
CCCCCNC(=O)CCNC(=O)c1cccc(C)c1	1	34%[activator]
COc1ccc(-c2c(NC(=O)c3cccs3)n(C)c3ccccc3c2=O)cc1OC	-3	-4%
COC(=O)C(C)Oc1cc2oc(=O)cc(C)c2cc1Cl (stereo unspecified)	4	3%
O=C1/C(=C/c2cccc(Br)c2)Cc2ccccc21	9	?
Cc1ccc(OCC(O)Cn2nc(-c3ccco3)oc2=O)cc1 (stereo unspecified)	-1	?
CCn1cc(C(=O)N2CCC(CNC(C)=O)CC2)c2ccccc21	-12	-17%
CC(C)(C)C(c1nc2ccccc2[nH]1)n1c(-c2cc(Cl)cc(Cl)c2)nc2ccccc21 (stereo unspecified)	0	0%
C#CCN(CCC(=O)NC(N)=O)Cc1ccc(C)cc1	6	-17%
Cc1sc(-n2cnnn2)c(C(=O)Nc2ccc3c(c2)OCCO3)c1C	11	1%
O=C(O)c1ccc2oc(-c3cccc(Cl)c3)nc2c1	-2	-20%
CCC(NC(=O)C1CCCO1)c1ccc(C)cc1 (stereo unspecified)	0	10%
CCCOc1ccc(NC(=O)C(C)Oc2cc(C)cc(C)c2)c2cccnc12 (stereo unspecified)	37	?
CC(Oc1ccccc1Cl)C(=O)NC(c1ccccc1)c1ccccc1 (stereo unspecified)	1	?
O=C1N(CCCc2ccccc2)c2ccccc2C1(O)c1c[nH]c2ccccc12 (stereo unspecified)	-5	?
CCC(C)(C)NC(=O)CCc1ccc(C#N)cc1	-4	?
O=C(CCC(=O)c1ccc2c(c1)OCCCO2)OCc1ccccc1Cl	4	73%
O=C(Cn1ccc2ccc(Br)cc21)Nc1nccs1	-5	?
CCCCc1ccc(NC(=O)CC)cc1	-3	-10%
CC(C)NC(=O)CON=C1c2ccccc2-c2ccccc21	1	9%
C#CC1(O)CC(C)(C)NC(C)(C)C1	-21	2%
COc1ccccc1N1C(=O)C(Cc2ccccc2)N=C1N1CCN(C)CC1 (stereo unspecified)	?	?
CCCOc1ccc(-c2nn(-c3ccccc3)cc2C2NC(=O)NC(C)=C2C(=O)OCC)cc1 (stereo unspecified)	4	?
Fc1cccc(-c2nc(CN3CCCC3c3nnc4ccccn34)co2)c1 (stereo unspecified)	-1	1%
Cc1cc(C(=O)O)ccc1-c1ccc(C=O)o1	-7	?
O=C1N(Cc2ccccc2F)CCCN1c1ccc(C(=O)N2CCc3ccccc32)cc1	6	?
CCCOC(=O)C1=C(C)NC2=C(C(=O)CCC2)C1c1cccc(O)c1 (stereo unspecified)	9	29%
Nc1nc(Nc2ccc(Cl)cc2)nc(-c2cc3ccccc3o2)n1	-4	1%
N#Cc1ccccc1S(=O)(=O)NCC(=O)O	8	?
O=C(CCC(=O)OCc1ccccc1Cl)Nc1ccc2c(c1)oc1ccccc12	3	15%
Cc1cccc(OCCCn2cnc3c2c(=O)n(C)c(=O)n3C)c1	0	17%
CC(C)NC(=O)N1Cc2cc(C(=O)NCC(F)(F)F)nc(-c3cccc(-c4cc5ccccc5o4)c3)c2[C@@H]1CCO	3	?
CCOc1ccccc1NC(=O)C(C)Oc1ccc(-n2cnnn2)cc1 (stereo unspecified)	4	18%
COc1ccccc1OCC(=O)Sc1ccc(Cl)cc1	-2	?
Fc1ccccc1CSCCNC(=S)Nc1ccccc1	3	35µM*
Cc1ccc2oc(C(=O)NCC3(c4ccccc4)CC3)cc(=O)c2c1	-1	2%
COc1cc(/C=C2\N=C(SC)SC2=O)cc(OC)c1OC	6	?
O=c1cc(-c2ccc(Cl)cc2)oc2cc(O)ccc12	-4	?
Cc1c(-c2ccccc2)oc2c(C(=O)OCC(=O)NC3CCC(C)CC3)cccc2c1=O (stereo unspecified)	13	7%
O=C(Cn1nc(C(=O)O)c2ccccc2c1=O)NCc1cccc(Cl)c1	-3	?
CCOc1ccc(S(=O)(=O)N(C)CC(=O)N2CCN(CC)CC2)cc1C	1	1%

The list goes on.
Structure	LDHA block	12-LOX inh
CC(C)Cn1nc(C(=O)N2CC(C(=O)N3CCCCC3)Oc3ccccc32)c2ccccc2c1=O (stereo unspecified)	-9	0%
COC(=O)c1ccc(NS(=O)(=O)c2ccc(C)cc2)c(C)c1	-2	?
Fc1ccc(CNC(=S)Nc2ccccc2)cc1	3	?
CC(C)Cn1cnc2c1c(=O)n(Cc1ccccc1C#N)c(=O)n2Cc1ccccc1	1	-24%
Cc1ccc(C)c(Cn2nc(-c3ccc(C)c(S(=O)(=O)N4CCCC4)c3)ccc2=O)c1	3	7%
CSCCC(NC(=O)c1ccccc1)C(=O)Nc1ccc(Br)cc1 (stereo unspecified)	6	-16%
CCC(=O)NC(c1ccc(OC)c(OC)c1)c1nccc2cc(OC)c(OC)cc12 (stereo unspecified)	2	32%[activator]
Nc1cccc(CO)c1	3	11%
Cc1cc(=O)oc2cc3c(cc12)CCC1(CCC(C)CC1)O3 (stereo unspecified)	3	2%
CC(C)n1nc(C(=O)NCc2cccc(Cl)c2)c2ccccc2c1=O	-2	?
N#Cc1c(-c2ccccc2)cc(-c2cccs2)nc1S(=O)Cc1ccc(Cl)cc1 (stereo unspecified)	13	-21%
Cc1cc(C)n2nc(CC(=O)Nc3nc(-c4ccc(F)cc4)c(C)s3)nc2n1	5	?
O=C(O)C(c1c[nH]c2ccccc12)N1CCN(Cc2cccc(Cl)c2)CC1 (stereo unspecified)	-1	?
CCOc1ccc(-c2nc(CN3CCN(C(=O)Nc4cccc(OC)c4)CC3)c(C)o2)cc1	5	-13%
COc1ccccc1Nc1c(-c2ccc(O)cc2)nc2ncccn12	4	-12%
CC1(C)CC(=O)C/C(=N/NC(=O)c2ccccc2Br)C1	1	23%
COc1ccc(OC)c(C(C)NC(=O)Cc2ccsc2)c1 (stereo unspecified)	-11	-13%
O=C1NC[C@H](CCCCN2CCN(CCc3ccccc3)C(=O)C2=O)N(CCc2ccc(O)cc2)C1=O	-1	-13%
COc1ccc(NC(=O)C(C)Sc2ccccc2C(=O)NCC(=O)C(C)(C)C)cc1OC (stereo unspecified)	0	?
O=C(NCc1cccnc1N1CCOCC1)c1cnn(-c2ccc(F)cc2)c1-n1cccc1	-4	12%
COc1cc2c(cc1OC)-c1c(c(C(=O)N3CCC(C(N)=O)CC3)nn1-c1ccccc1)C2	-7	?
CNC(=O)c1ccccc1NC(=O)CC1CCCC1	1	-6%
O=C(NCc1ccc(F)cc1)c1n[nH]c(=O)c2ccccc12	-6	-54%
O=C(NCCO)c1nc(-c2ccc(COc3ccc4c(c3)OCO4)cc2)no1	6	-10%
COc1cc(OC)cc(C(=O)N(C)CCCNC(=O)c2nc3ccccc3c(=O)[nH]2)c1	-6	-18%
COc1ccc(NC(=O)C(c2ccccc2F)n2c(=O)c(-c3cc4ccccc4[nH]3)nc3ccccc32)cc1 (stereo unspecified)	0	-10%
COc1ccc(-c2nnc(SC(C(=O)N3CCOCC3)c3ccccc3)n2C2CCCCC2)cc1 (stereo unspecified)	-4	5%
O=C(Nc1ccccc1I)c1cc2cc(Br)ccc2oc1=O	-2	-10%
CCN1CCN(c2nc3c(c(=O)n(C)c(=O)n3C)n2CC(N)=O)CC1	4	34%[activator]
CC(=O)N(CCC1(Cc2ccccc2)CCOC(C)(C)C1)Cc1ccccc1 (stereo unspecified)	4	-9%
Cc1ccc(NS(=O)(=O)c2c(C)nc3sccn3c2=O)cc1Cl	-18	-9%
COc1ccc(-c2cnc(N)nc2-c2ccc(OCc3ccc(F)cc3)cc2O)cc1OC	3	-42%

Gathered by group: the compounds so far with an aryl thioether with sulfur outside any ring
Structure	LDHA block	12-LOX inh
COc1ccc(NC(=O)C(C)Sc2ccccc2C(=O)NCC(=O)C(C)(C)C)cc1OC (stereo unspecified)	0	?
COc1ccc(-c2nnc(SC(C(=O)N3CCOCC3)c3ccccc3)n2C2CCCCC2)cc1 (stereo unspecified)	-4	5%

Further results.
Structure	LDHA block	12-LOX inh
CN(CC(=O)NC1(C#N)CCCC1)CC1CCCCC1	5	10%
COC(=O)C[C@@H]1CC[C@@H](NC(C)=O)[C@@H](CO)O1	-10	6%
CC(C)(C)C1CCN2CCC[C@](c3ccccc3)(C1)[C@@]21CO1 (stereo partly specified)	-2	6%
O=C(O)CCCC(=O)Nc1ccc(-c2nc3ccccc3o2)cc1	-17	1%
O=[N+]([O-])c1cccc2nc(/C=C/c3ccccc3C(F)(F)F)ccc12	6	?
Cc1ccc(C(=O)NC(c2ccccc2)c2ccc(C)c(C)c2)cn1 (stereo unspecified)	8	8%
Cc1ccccc1-n1ccnc1SCC(=O)c1ccccc1	2	19%
CCCc1cc(=O)n2[nH]c(NC(=O)C(C)(C)C)nc2n1	10	-66%
CCCc1cc(=O)oc2cc(OCC(=O)NCc3ccncc3)c(Cl)cc12	-1	-2%
CC1(C)C2CCC1(C)C(OCC[N+](C)(C)Cc1ccccc1)C2 (stereo unspecified)	1	-24%
O=C(c1ccc(F)c(F)c1)N(C1CCCCC1)C1CCCCC1	2	-4%
CN1CCC2(CC1)Oc1ccccc1C1CC(c3ccc4c(c3)OCCO4)=NN12 (stereo unspecified)	-1	-51%
COc1ccc2cnn(CC(=O)NCc3ccccc3Cl)c(=O)c2c1OC	0	-8%
COCCn1c(C)cc(C(=O)Cn2cnc3scc(-c4ccc(C)s4)c3c2=O)c1C	-3	9%
O=C(/C=C/c1ccccc1OCc1cccnc1)c1ccc(N2CCOCC2)cc1	2	?
Cc1nc2c(cnn2C(C)C)cc1C(=O)N(C)Cc1ccccc1F	-14	5%
COc1ccc(CNc2ccccc2)cc1	5	?
COc1ccc(-c2c(C)c3cc(OS(C)(=O)=O)ccc3oc2=O)cc1OC	0	11%
O=C(Cn1nc(-c2ccc(Cl)cc2)c2ccccc2c1=O)Nc1ccc(Br)cc1	-11	-3%

Whole records as entered above. Screens in order: LDHA block, 12-LOX inh
Entry for CC1(C)C2CCC1(C)C(OCC[N+](C)(C)Cc1ccccc1)C2 (stereo unspecified) → 1, -24%
Entry for COc1ccc2cnn(CC(=O)NCc3ccccc3Cl)c(=O)c2c1OC → 0, -8%
Entry for COc1ccc(CNc2ccccc2)cc1 → 5, ?

This is a subset, so the mix of outcomes need not match the whole.
